Assay outcomes (PubChem)
PAFAH1B2 FP inh: PAFAH1B2 (human) inhibition; P68402; recombinant PAFAH1B2, FP-rhodamine activity probe, fluorescence polarization; inhibition, % at 3.39 µM; 1.2% of 340,000 active; AID 492953;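 active means inhibition above the mean of all tested compounds plus 3 SD, cut at about 24% in these data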;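 further: 0% = enzyme with DMSO and 100% = wells lacking PAFAH1B2; many of its hits are not listed in these tables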
Target sequence (P68402 whole entry, looked up): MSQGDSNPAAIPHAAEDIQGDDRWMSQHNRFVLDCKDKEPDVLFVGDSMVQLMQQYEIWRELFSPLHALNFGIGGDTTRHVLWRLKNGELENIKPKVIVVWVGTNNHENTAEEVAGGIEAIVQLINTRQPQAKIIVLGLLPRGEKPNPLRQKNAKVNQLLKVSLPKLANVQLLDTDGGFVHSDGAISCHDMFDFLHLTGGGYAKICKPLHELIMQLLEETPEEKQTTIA
PAD4 inh: inhibitors of human PAD4; Q9UM07; recombinant PAD4, RCA probe fluorescence polarization; inhibition, % at 6.36 µM; 0.41% of 330,000 active; AID 485272;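 active means percent inhibition above a cutoff equal to the mean of all tested compounds plus 3 SD, cut at about 15% in these data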;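 further: 0% = PAD4 with RCA probe and DMSO and 100% = probe without PAD4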
Target sequence (Q9UM07 whole entry, looked up): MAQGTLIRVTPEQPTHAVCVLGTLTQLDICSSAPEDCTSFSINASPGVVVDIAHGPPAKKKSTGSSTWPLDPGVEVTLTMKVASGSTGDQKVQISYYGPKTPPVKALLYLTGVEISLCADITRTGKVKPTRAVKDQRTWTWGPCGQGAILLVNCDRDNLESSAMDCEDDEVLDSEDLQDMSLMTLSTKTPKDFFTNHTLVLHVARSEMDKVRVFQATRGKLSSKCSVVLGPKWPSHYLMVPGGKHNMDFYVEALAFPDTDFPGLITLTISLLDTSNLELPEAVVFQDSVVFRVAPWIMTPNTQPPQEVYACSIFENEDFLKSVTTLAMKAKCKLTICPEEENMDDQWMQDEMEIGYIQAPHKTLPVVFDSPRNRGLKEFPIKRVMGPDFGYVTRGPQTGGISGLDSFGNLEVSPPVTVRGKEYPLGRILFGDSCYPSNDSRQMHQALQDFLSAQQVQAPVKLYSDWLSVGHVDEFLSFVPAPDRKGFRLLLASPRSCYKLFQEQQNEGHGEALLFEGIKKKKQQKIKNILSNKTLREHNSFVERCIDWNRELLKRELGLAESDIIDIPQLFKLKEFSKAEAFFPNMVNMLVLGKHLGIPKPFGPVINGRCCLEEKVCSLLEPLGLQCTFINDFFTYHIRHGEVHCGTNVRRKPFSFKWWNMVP
LYPLA1 inh: LYPLA1 (human) inhibition in PME1 counter-screen. recombinant LYPLA1, FP-Rh probe fluorescence polarization. inhibition, % at 5.9 µM. 0.16% of 320,000 active. AID 2174;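 active means inhibition above the mean of all tested compounds plus 3 SD, set per campaign, cut at about 14% in these data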;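 further: inhibitors block serine hydrolase probe labeling of LYPLA1 so polarization falls; 0% = enzyme with DMSO and 100% = wells lacking LYPLA1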
pPAFAH FP inh: pPAFAH (human) enzyme inhibition; 1.5% of 330,000 active; Q13093; inhibition, % at 3.39 µM; recombinant pPAFAH, FP-rhodamine probe fluorescence polarization;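 active means inhibition above the mean inhibition across the screen plus 3 SD, cut at about 25% in these data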;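 further: inhibitors block binding of the rhodamine activity-based probe so polarization drops; 0% = enzyme with DMSO and 100% = wells lacking pPAFAH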
LYPLA2 inh: LYPLA2 (human) inhibition in PME1 counter-screen; recombinant LYPLA2, FP-Rh probe fluorescence polarization; inhibition, % at 5.9 µM; 0.38% of 320,000 active; AID 2177;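 active means inhibition above the screen-wide mean plus 3 SD, limit set per campaign, cut at about 26% in these data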;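 further: 0% = LYPLA2 with DMSO and 100% = wells lacking LYPLA2 enzyme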
PREPL inhibitor: inhibits the human prolyl oligopeptidase-like enzyme; recombinant PREPL, fluorescence polarization activity-based probe; inhibition, % at 5.96 µM; 0.68% of 320,000 active; AID 2751; in the data active means inhibition above about 43%;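 further: 0% = enzyme with DMSO and 100% = wells lacking enzyme; many of its hits are not listed in these tables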
GSTO1 counter: counter-screen for RBBP9 inhibitors: inhibitors of human GSTO1; P78417; recombinant GSTO1, activity-based probe fluorescence polarization; inhibition, % at 5.96 µM; 1.1% of 300,000 active;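 active means inhibition above the campaign mean inhibition plus 3 SD, cut at about 35% in these data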;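 further: 0% = GSTO1-1 with DMSO and 100% = wells lacking GSTO1-1 enzyme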
PAFAH2 FP inh: PAFAH2 (human) inhibition | Q99487 | recombinant PAFAH2, FP-rhodamine activity probe, fluorescence polarization | inhibition, % at 3.39 µM | 0.99% of 340,000 active | AID 492956;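 active means inhibition above the mean over all tested compounds plus 3 SD, cut at about 30% in these data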;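 further: inhibitors block probe labeling of enzyme so polarization drops; 0% = enzyme with DMSO and 100% = wells lacking PAFAH2 protein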
PAFAH1B3 inh: inhibitors of human PAFAH1B3; recombinant PAFAH1B3, FP-rhodamine probe, fluorescence polarization; Q15102; 0.28% of 340,000 active; inhibition, % at 3.39 µM;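 active means inhibition above the screen-wide average of all tested compounds plus 3 SD, cut at about 25% in these data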;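 further: 0% = enzyme with DMSO only and 100% = wells lacking PAFAH1B3 protein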
* marks the source's active call; other numbers are inactive results; · = not tested or not shown. Not all compounds are listed, so the mix of outcomes need not match the whole.

nr	SMILES	PAFAH1B2 FP inh	PAD4 inh	LYPLA1 inh	pPAFAH FP inh	LYPLA2 inh	PREPL inhibitor	GSTO1 counter	PAFAH2 FP inh	PAFAH1B3 inh
1	O=C(COc1ccc(Br)cc1)Nc1ccc(NC(=O)c2ccccc2)cc1	-2	0	-1	-1	-3	8	-3	3	4
2	O=C(O)CCCC(=O)Nc1ccccc1C(=O)O	5	-2	1	-1	7	11	8	-2	4
3	C#CC(CC)(CC)NC(=O)/C=C/C(=O)O	2	4	4	2	9	4	2	5	5
4	Cn1c(N)c(S(=O)(=O)NCc2ccc(F)cc2)c(=O)n(C)c1=O	1	2	0	-3	8	1	4	1	-5
5	Cc1ccc(S(=O)(=O)CCC(=O)OCC(=O)c2cc(C)n(C)c2C)cc1	4	1	3	12	1	6	·	8	-1
6	Cc1cc(C)c(C(=O)COc2cccnc2[N+](=O)[O-])cc1C	3	-10	0	11	2	10	21	4	6
7	Cc1cc2ncn(C(=O)N3CCCCCC3)c2cc1C	5	-1	3	7	2	1	-3	0	7
8	CC1=NNC(=O)C1CC(=O)N/N=C(\C)c1ccco1 (centres undefined)	6	-2	-1	-1	3	0	-8	8	3
9	Cc1cc(=O)n2nc(N3CCC(C(=O)N4CCN(Cc5ccccc5)CC4)CC3)sc2n1	3	-1	-2	-5	5	5	9	3	2
10	CC1=[N+](C)c2ccc3ccccc3c2C1(C)C	-37	-56	-45	-31	-83	-125	-68	-71	-106
11	CCCOc1ccc(N2CC(C(=O)NC3=NCCS3)CC2=O)cc1 (centres undefined)	0	-4	-1	1	7	11	6	-2	5
12	CC(/C=C1\SC(=S)N(c2ccc(C(=O)O)cc2)C1=O)=C\c1ccccc1	2	-3	-10	35*	-13	-7	-18	10	4
13	N#Cc1c(Cl)nsc1NCCN1CCOCC1	0	3	-4	5	-7	0	-6	3	-2
14	CCCNC(=O)COC(=O)c1cc2c(=O)n3ccccc3nc2s1	3	5	1	4	3	3	2	7	1
15	CCN(CC)C(=O)COc1ccc(/C(C)=N/NC(=O)c2ccccc2-n2cccc2)cc1	2	2	0	2	-4	-7	3	1	-1
16	COCCn1c(C)cc(C(=O)COC(=O)/C=C/c2ccc(OC)cc2OC)c1C	3	-3	·	2	·	5	·	29	2
17	CCCn1cnc2c(=O)oc3ccccc3c21	-6	3	1	-2	1	7	17	-6	6
18	COc1cccc(Nc2nc(-c3cccc(N4C(=O)c5ccccc5C4=O)c3)cs2)c1	8	3	-17	10	-6	0	0	0	10
19	COc1ccc(C23CC4CC(CC(C4)C2)C3)cc1C(=O)NCCN(C)C	5	-4	3	2	0	-23	-1	3	8
20	CCCCC(=O)NC(c1ccccc1)c1ccc2cccnc2c1O (centres undefined)	0	2	1	17	6	0	9	0	5
21	CC1CCCC(NC(=O)COC(=O)c2cccs2)C1C (centres undefined)	0	-4	-2	3	2	8	·	81*	3
22	Cc1c(N=Cc2cccs2)c(=O)n(-c2ccccc2)n1C	-1	-2	0	3	3	3	-2	2	4
23	CSCC(NS(=O)(=O)c1ccc(C)cc1)C(=O)O (centres undefined)	3	4	3	-1	3	1	-3	5	14
24	Cc1nnc(Sc2nc3ccccc3o2)c2ccccc12	3	1	-1	8	8	-1	-4	-1	1
25	O=C(C1CCC(CNS(=O)(=O)c2cccs2)CC1)N1CCN(c2ccc(F)cc2)CC1 (centres undefined)	-2	-2	4	2	14	9	1	2	8
26	O=S(=O)(NCC(c1ccco1)N1CCN(c2ccccc2)CC1)c1ccc(F)cc1 (centres undefined)	2	-2	2	-3	2	0	5	9	0
27	COC(c1ccccc1)c1nnc(CCC(=O)NCCCc2ccccc2)o1 (centres undefined)	21	-9	1	-10	-3	17	0	10	10
28	Cc1cccc(OCCC(=O)NCC(=O)Nc2c(C)cccc2C)c1	-1	4	0	0	0	-1	3	-9	-4
29	COc1ccc(CC(=O)Nc2ccc(S(=O)(=O)N3CCCCC3)cc2)cc1OC	-2	2	-1	4	4	18	-1	0	5
30	Cc1cc(O)ccc1N/C=C1\CCCC1=O	5	41*	19*	21	15	33	29	4	10

(cont.)
nr	SMILES	PAFAH1B2 FP inh	PAD4 inh	LYPLA1 inh	pPAFAH FP inh	LYPLA2 inh	PREPL inhibitor	GSTO1 counter	PAFAH2 FP inh	PAFAH1B3 inh
31	O=C(NCCN1CCOCC1)/C(=C/c1ccc(Cl)cc1)NC(=O)c1ccccc1	2	3	2	2	2	2	-4	6	6
32	CC(C)NC(=O)NC(=O)CSc1ccc(S(=O)(=O)N2CCCC2)cn1	13	-4	-1	2	9	11	·	0	10
33	Cc1ccc(C(=O)N2CCCC2)cc1Br	2	-5	1	-5	0	7	4	-12	2
34	Nc1oc2ccccc2c(=O)c1-c1ccc2c(c1)OCO2	4	3	0	2	8	14	18	11	1
35	CC1CCN(C(=O)C2CCCN2S(=O)(=O)c2ccc(Cl)cc2)CC1 (centres undefined)	1	3	-1	0	2	8	1	-4	1
36	O=C(N/N=C/c1cc(Cl)cc([N+](=O)[O-])c1O)C(O)(c1ccccc1)c1ccccc1	1	-4	-3	12	7	2	-4	0	5
37	O=C(Nc1ccc(N2CCCC2=O)cc1)c1cncc(Br)c1	-1	-3	-2	-2	2	-1	4	3	2
38	O=C(CSc1ncccn1)Nc1cc(Cl)ccc1[N+](=O)[O-]	-1	-3	2	0	2	6	16	12	11
39	COC(=O)[C@@H]1C[C@H]2CC[C@H](O)C[C@H]2N1Cc1ccc(C)s1	-5	-4	-1	8	-1	7	7	-4	8
40	COc1cc(C)c(Br)cc1S(=O)(=O)NCc1cccs1	7	-5	-1	1	-7	2	4	-7	6
41	Cc1cc2[nH]c(=O)c(=O)[nH]c2cc1S(=O)(=O)N(C)C1CCCCC1	12	-1	3	0	-1	-4	2	12	9
42	COc1ccccc1N1C[C@@H]2C[C@@H](c3ccco3)N3CCC[C@@]23C1=O	2	-1	0	1	-6	9	-3	0	8
43	C=CC[C@H](CC(=O)NCCO)C(=O)NC[C@@H](OC(=O)[C@@H](CC=C)CC(=O)OC(C)(C)C)c1ccccc1	3	0	·	-4	·	22	·	-13	1
44	COCc1cc(C(C)=O)ccc1OCC(=O)Nc1ccc(NC(C)=O)cc1	2	1	-6	-1	-1	4	2	8	-5
45	O=S(=O)(c1ccc(C2CCCCC2)cc1)N1CCCC1	5	3	-1	4	0	6	2	3	2
46	O=C(CSc1nncs1)Nc1nccs1	1	-2	-2	0	-6	0	8	3	2
47	Cc1nc(NC(=O)CN2CCN(c3ccccc3F)CC2)sc1C(=O)N(C)C	1	-5	1	-2	2	7	3	-1	0
48	CC(OC(=O)CCN1C(=O)C2CC=CCC2C1=O)C(=O)Nc1cccc(C#N)c1 (centres undefined)	-2	3	-1	2	-9	-2	0	3	-4
49	c1ccc2c(-n3cnnn3)cccc2c1	7	0	-1	5	4	12	5	-1	0
50	Cc1ccc(S(=O)(=O)N2CCC(C(N)=O)CC2)c(C)c1C	1	-3	0	-5	1	0	2	3	7
51	O=C(CSc1ccccc1)Nc1ccc2c(c1)C(=O)NC2=O	8	1	2	2	-2	-8	-10	-4	-3
52	O=c1oc2ccccc2cc1-c1ccc(O)cc1	-6	-4	-2	0	-2	8	1	-9	-2
53	Cc1ccc(C(=O)NC(=S)Nc2ccc(-c3cc4ccccc4oc3=O)cc2)c(C)c1	5	-1	-4	-3	-9	-1	1	9	5
54	CC(C)(C)OC(=O)C[C@H]1C/C=C\C[C@@H](CC(=O)N(CCO)Cc2ccccc2)C(=O)N2CCC[C@@H]2COC1=O	8	-4	·	-4	·	12	·	0	11
55	Cc1ccccc1OCC(=O)N/N=C1\CCOc2c(C)cccc21	4	-3	-1	2	-1	0	5	-2	4
56	COCc1nnc(NC(=O)c2cccs2)s1	-1	0	-1	0	-7	-7	-3	-5	6
57	CSCCC(NC(=O)c1ccccc1)C(=O)N1CCN(C(c2ccccc2)c2ccccc2)CC1 (centres undefined)	7	-2	-5	-9	-2	4	5	7	-2
58	Cc1cc(C)n2nc(CC(=O)NC3CCCCCCC3)nc2n1	5	3	2	1	0	-3	6	0	-1
59	O=C(C[n+]1cn(C(F)F)c2ccccc21)c1ccc(Br)cc1	3	-1	3	10	-2	-1	-2	-11	6
60	CN1C(=O)C(C)(C)c2cc(S(=O)(=O)N3CCCC(C(=O)Nc4ccc(Cl)cc4)C3)ccc21 (centres undefined)	1	-2	-2	8	-3	-5	1	-1	-5

Carrying on:
nr	SMILES	PAFAH1B2 FP inh	PAD4 inh	LYPLA1 inh	pPAFAH FP inh	LYPLA2 inh	PREPL inhibitor	GSTO1 counter	PAFAH2 FP inh	PAFAH1B3 inh
61	CC1(C)CC(=O)CC(C2(O)C(=O)N(Cc3ccccc3)c3ccccc32)O1 (centres undefined)	0	1	4	-4	5	-3	4	-3	9
62	COCCN1Cc2cccc(C(=O)Nc3cccc(C)c3C)c2C1=O	2	0	3	5	8	18	7	-4	2
63	COC(=O)C(NC(=O)c1ccccc1)(Nc1nccs1)C(F)(F)F (centres undefined)	1	-4	0	6	-1	-1	4	4	8
64	Cc1nc2cc(NC(=O)COc3ccc(C#N)cc3)ccc2n1-c1ccccc1	7	-1	-3	6	3	-1	-2	-5	0
65	CSc1ccccc1C(=O)NCCS(=O)(=O)N1CCN(c2ccc(F)cc2)CC1	1	-6	-2	5	0	-2	-18	0	0
66	CCOC(=O)N1CCN(Cc2nc3cc(NC(=O)c4ccco4)ccc3n2CC)CC1	1	-1	7	0	2	-1	-3	0	3
67	CN(C)S(=O)(=O)c1cccc(NC(=O)c2ccc(S(=O)(=O)N3CCCCC3)cc2)c1	5	-3	-5	3	-5	1	-5	-2	-2
68	COc1cc(NC(=O)c2cc(-c3cccnc3)nc3ccc(Br)cc23)cc(OC)c1	-3	-6	-5	0	-8	-7	-18	-4	-1
